# Assay outcomes deposited in PubChem BioAssay by several laboratories.
# PRMT1 inh – blocks human protein arginine methyltransferase 1 | Q99873 | 1.3% of 370,000 active | recombinant PRMT1, activity-based probe fluorescence polarization | AID 652257 | inhibition, % at 2.79 µM;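 active means inhibition above about 21% made by adding two undisclosed values, limit read from the data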
# Target sequence (Q99873 whole entry, looked up): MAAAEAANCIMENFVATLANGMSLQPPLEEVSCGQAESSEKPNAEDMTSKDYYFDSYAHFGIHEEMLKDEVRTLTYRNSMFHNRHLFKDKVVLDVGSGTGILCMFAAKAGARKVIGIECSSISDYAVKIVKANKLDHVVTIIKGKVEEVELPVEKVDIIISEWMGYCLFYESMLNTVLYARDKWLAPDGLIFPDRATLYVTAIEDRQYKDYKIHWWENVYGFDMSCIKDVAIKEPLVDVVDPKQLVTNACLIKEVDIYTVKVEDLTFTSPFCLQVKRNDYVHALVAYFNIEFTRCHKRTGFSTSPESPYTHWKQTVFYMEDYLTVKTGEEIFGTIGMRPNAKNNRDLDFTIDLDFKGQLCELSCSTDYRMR
# HTRA1 inh – inhibitors of human serine peptidase HTRA1. 0.5% of 340,000 active. inhibition, % at 5.96 µM. recombinant HTRA1, FP-rhodamine activity-based probe, fluorescence polarization. Q92743; in the data active means inhibition above about 36%;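 further: 0% = enzyme with DMSO and 100% = wells lacking enzyme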
# LEDGF integ inh – blocks HIV-1 LEDGF/p75-dependent DNA integration; TR-FRET IN-LEDGF/p75 DNA integration, Eu/Cy5; inhibition, % at 3.7 µM; 0.64% of 370,000 active;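 active means inhibition above the screen-wide mean plus 3 SD, cut at about 13% in these data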;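 further: signal is the Cy5 over europium emission ratio at 671 and 618 nm; 0% = plate median of compound wells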
# mABHD4 FP – ABHD4 (mouse) inhibition, primary FP screen | purified mABHD4, FP-Rh probe fluorescence polarization | inhibition, % at 8.92 µM | 0.54% of 370,000 active;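 active means inhibition exceeding the mean over every tested compound plus 3 SD, cut at about 30% in these data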;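 further: 0% = plate median of compound wells and 100% = S159A mutant with DMSO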
# Target sequence (Q8VD66 whole entry, looked up): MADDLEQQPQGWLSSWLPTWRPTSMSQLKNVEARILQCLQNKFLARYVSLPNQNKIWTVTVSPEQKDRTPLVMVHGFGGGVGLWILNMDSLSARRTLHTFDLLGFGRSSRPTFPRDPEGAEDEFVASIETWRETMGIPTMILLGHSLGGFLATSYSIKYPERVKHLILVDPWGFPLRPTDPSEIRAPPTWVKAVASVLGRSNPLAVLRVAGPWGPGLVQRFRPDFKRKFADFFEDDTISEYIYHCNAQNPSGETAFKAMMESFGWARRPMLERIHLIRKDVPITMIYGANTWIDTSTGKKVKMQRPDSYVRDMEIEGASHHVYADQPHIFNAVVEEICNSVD
#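 Doses – 8.92 µM, single dose · Material – wild-type mouse ABHD4 protein · Replication – single well per compound (singlicate) · Measure – percent inhibition of probe binding, normalized to plate controls · Schedule – 45 min compound pre-incubation plus 60 min probe step, 25 °C · Detection – fluorescence polarization with parallel and perpendicular emission, 525/598 nm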
# MBD2 DNA inh – inhibitors of human MBD2 binding to methylated oligonucleotide; Q9UBB5; TR-FRET; inhibition, % at 4.4 µM; 0.31% of 370,000 active; in the data active means inhibition above about 13%
# Rev-erbA mod – Rev-erb alpha (human) modulation | P20393 | Rev-erbα–FITC-DNA binding, fluorescence polarization, 90 min | activity, % at 10 µM | 0.79% of 370,000 active | AID 1259318;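 active means activity above about 14%, limit read from the data; passing the limit was not always enough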;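 further: 0% = DMSO wells with 35 nM protein and 100% = DMSO wells with 750 nM protein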
# TCR CD3 inh – blocks the human TCR-CD3 interaction; TAMRA-labeled TCR probe fluorescence, biochemical; inhibition, % at 9.4 µM; 0.37% of 360,000 active; in the data active means inhibition above about 19%;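 further: recombinant mutant TCR 2C K166C tagged with TAMRA read by polarization; 0% = receptor in buffer alone and 100% = receptor with positive control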
# PG9 Ab binder – binds the HIV-1 gp120 antibody PG9; 0.43% of 360,000 active; TR-FRET gp120-PG9 antibody binding; inhibition, % at 6.7 µM; in the data active means inhibition above about 8.5%
# rCAG RNA binder – r(CAG) repeat RNA binding; TO-PRO-1 dye displacement fluorescence; inhibition, % at 3 µM; 1.3% of 370,000 active;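 active means inhibition above the plate cutoff, the mean of all test compounds on that plate plus 3 SD, cut at about 35% in these data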;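 further: 0% = DMSO alone and 100% = 100 µM mitoxantrone as full dye displacement; higher means more dye released from RNA so lower well fluorescence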
# UHRF1 MBD2 ctr – blocks human UHRF1 binding to methylated DNA; UHRF1 binding to methylated oligo, TR-FRET; inhibition, % at 4.4 µM; 0.75% of 370,000 active; AID 687016; in the data active means inhibition above about 21%;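 further: UHRF1 SRA domain binding a hemimethylated CpG hairpin DNA probe; 0% = median of test compound wells and 100% = reference inhibitor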
# * marks the source's active call; other numbers are inactive results; . = no result given. Only part of the results is shown; count on the stated rates, not on these rows.
# Value order: PG9 Ab binder | rCAG RNA binder | UHRF1 MBD2 ctr | MBD2 DNA inh | HTRA1 inh | LEDGF integ inh | PRMT1 inh | TCR CD3 inh | Rev-erbA mod | mABHD4 FP
> CC(C)c1ccc(C2(C)NC(=O)N(CC(=O)NC3CCCC(C)C3C)C2=O)cc1 (stereo not drawn)
 : -0.4 | -1 | -2 | -2 | -6 | 2 | -1 | -3 | 4 | -6
> CN(Cc1ccc(F)cc1)S(=O)(=O)c1nnc(NC(=O)c2ccccc2Br)s1
 : -0.1 | 68* | 0 | 3 | -15 | -9 | 1 | -5 | 1 | -20
> CCc1ccccc1NC(=S)N1CCC(NC(=O)c2ccc(OC)cc2)CC1
 : 0.0 | 3 | 2 | -1 | 0 | -2 | 4 | -6 | -3 | 7
> CSCCC(=O)N1CCCC(CNC(=O)c2ccc(-c3ccccc3)cc2)C1 (stereo not drawn)
 : -1.7 | -6 | 0 | 3 | -3 | -1 | -2 | 5 | -3 | -4
> CCC(C)(C)n1nnnc1C(c1cc(OC)c(OC)c(OC)c1)N1CCN(c2ccccc2)CC1 (stereo not drawn)
 : -1.0 | 0 | 0 | -5 | -1 | -3 | 3 | -4 | 0 | -3
> c1ccc(-c2nnc(-c3ccccc3)c(-c3c[nH]c4ccccc34)n2)cc1
 : 0.4 | 7 | -2 | -2 | -8 | 3 | -1 | 2 | -1 | -5
> Cc1cc(C)nc(NC(=S)Nc2ccccc2)n1
 : -0.6 | 0 | 1 | 4 | -1 | 1 | -2 | -2 | -2 | 3
> Cc1ccc(CN2C(=O)C(=O)N(CC(N)=O)C2=O)cc1
 : 3.1 | -4 | 3 | 0 | 3 | -3 | 3 | -3 | -3 | -5
> Cc1nn(CC(=O)N(C)Cc2ccccc2)c(=O)c2cccn12
 : -1.1 | -2 | 1 | 3 | 6 | 3 | -4 | 5 | -3 | 3
> O=C(NCCCN1CCCC1=O)Nc1ccc(Cl)cc1
 : 1.0 | -1 | 1 | 14* | 8 | 2 | -2 | 0 | 0 | -7
> CSc1nc(NCc2ccco2)c2ccccc2n1
 : -1.1 | 0 | -3 | -2 | -10 | -2 | -3 | -5 | -5 | 4
> COc1ccccc1C1Nc2ccccc2NC2=C1C(=O)CC(C)(C)C2 (stereo not drawn)
 : 3.0 | -3 | -3 | -3 | 2 | -1 | 2 | -4 | 0 | 1
> CC(=O)N1c2ccc(S(=O)(=O)NCCC(=O)NCCc3cccc(C)c3)cc2CC1C (stereo not drawn)
 : -1.0 | -3 | 2 | 2 | -1 | 3 | -1 | 4 | 2 | -1
> COCCn1c(SCC(=O)N2CCOCC2)nc2c(c1=O)SCC2
 : 0.2 | -1 | -1 | -3 | 3 | -2 | 2 | 4 | 2 | 1
> CC(=O)C1=C(O)C=C(c2ccco2)CC1c1ccco1 (stereo not drawn)
 : -0.1 | 4 | 4 | 1 | 13 | 9 | 9 | -4 | -12 | 7
> CC(C)C(=O)NCCc1nc(-c2ccccc2)no1
 : 0.6 | 6 | 3 | 0 | 1 | 2 | 0 | -2 | 0 | 7
> Cc1ccc(C(=O)NCC(=O)N2CCN(c3ccccc3)CC2)cc1
 : -1.3 | -4 | 2 | -4 | 7 | 7 | -3 | -10 | -1 | -6
> C=CCc1ccccc1OCC(CN1CCCCC1)OC(C)=O (stereo not drawn)
 : 0.8 | -3 | -1 | 2 | 7 | -1 | 0 | -4 | 1 | 5
> O=S(=O)(c1ccc(F)cc1)N1CCN(C(=S)NCc2ccco2)CC1
 : -0.5 | -2 | 2 | 1 | 2 | -1 | -1 | -2 | 2 | 2
> O=C(NC(=S)Nc1ccc(Cc2ccncc2)cc1)c1ccccc1
 : -1.9 | 2 | 0 | 0 | -23 | 2 | -4 | 6 | 2 | 0
> Cc1nnc(SCC(=O)c2c(N)n(Cc3ccccc3)c(=O)n(C)c2=O)n1C
 : -0.6 | -5 | -2 | -4 | 5 | 3 | -3 | 1 | 3 | 1
> Cc1c(NC(=O)CN2C(=O)NC(CCc3ccccc3)C2=O)c(=O)n(-c2ccccc2)n1C (stereo not drawn)
 : 1.3 | -2 | 1 | 1 | 5 | 3 | 0 | 5 | 0 | 0
> COc1ccc(COC[C@H](CC(C)C)N2CCN(C(=O)c3cccc(C(F)(F)F)c3)CCC2=O)cc1
 : 0.8 | -1 | 21* | 13* | . | 3 | 2 | -5 | 0 | 1
> CCCCNC(=O)N1CCC(CCC(=O)N(C)Cc2ccccc2)CC1
 : -2.2 | -10 | -1 | -2 | -3 | 3 | 3 | 10 | 1 | -1
> Cc1nn(C)c(C)c1NS(=O)(=O)c1ccccc1Cl
 : 1.4 | 2 | 4 | -4 | 3 | 5 | 2 | -3 | 2 | -5
> O=C(COC(=O)CNC(=O)c1ccc(Cl)cc1Cl)NCc1ccco1
 : -2.1 | 2 | 2 | -6 | 4 | 2 | 0 | -16 | -6 | -4
> Cc1ccc(Cl)cc1NC(=O)CCS(=O)(=O)c1cccc2nonc12
 : -1.8 | 0 | 19 | 0 | -4 | -2 | 1 | 2 | -2 | 2
> O=C(NCCc1ccccc1)C(=O)Nc1ccc([N+](=O)[O-])cc1
 : 0.3 | 0 | -1 | -8 | 2 | -3 | -2 | 4 | -1 | 4
> Cc1ccccc1C(=O)Nc1ccnn1C1CCN(Cc2ccncc2)CC1
 : -2.6 | -2 | -1 | -5 | 2 | 3 | -3 | 8 | 9 | -9
> Cc1ncoc1C(=O)N1CCCC(C(=O)c2ccc(-c3ccccc3)c(F)c2)C1 (stereo not drawn)
 : -2.1 | -4 | 0 | -2 | -12 | 3 | -3 | 6 | -5 | -8
> CCCCN(C(=O)c1ccc(NC2CC2)c([N+](=O)[O-])c1)c1c(N)n(CCCC)c(=O)[nH]c1=O
 : -0.9 | 7 | -7 | -3 | -9 | 2 | -2 | -2 | 2 | 9
> CC(C)(CNC(=O)c1cc(Cl)c(O)c(Cl)c1)N1CCCCC1
 : 0.2 | 3 | -3 | -5 | 3 | 1 | -4 | -1 | 3 | 5
> COc1ccc(-c2ccc(CN3C(C)C(=O)N(Cc4cn(CCC5OCCCO5)nn4)CCS3(=O)=O)cc2)cc1 (stereo not drawn)
 : 0.3 | 8 | -1 | 3 | -3 | 1 | 3 | 1 | -5 | 4
> Cc1nn(-c2ccccc2)c(C)c1NC(=O)COc1ccc(Cl)cc1Cl
 : -0.1 | 1 | 8 | 7 | -2 | 0 | 1 | -5 | -3 | -1
> CCC(C)n1c(/C=C/c2ccccc2)nc2ccccc21 (stereo not drawn)
 : -2.6 | -5 | -3 | -6 | -12 | 0 | 0 | 8 | -4 | -2
> CCCCN(CCCC)Cc1cc(=O)oc2cc(C)cc(C)c12
 : -0.7 | 5 | -3 | -6 | . | 7 | 1 | -9 | 19* | -10
> CCOC(=O)N1CCN(C(=O)c2ccc3nc(N4CCC(C)CC4)sc3c2)CC1
 : 2.9 | 0 | 5 | 11 | -5 | 1 | 3 | -6 | 0 | -19
> Cc1cc2c(cc1C)CSC(c1ccccc1OC(=O)C(C)C)SC2
 : -0.3 | -5 | 0 | 1 | 13 | 3 | -2 | -2 | 6 | 2
> N/C(=N\OC(=O)Cc1ccc([N+](=O)[O-])cc1)c1ccccn1
 : -0.3 | 9 | -2 | -4 | 6 | -2 | 3 | 3 | 0 | 9
> O=C(O)c1ccc(-n2cccn2)c([N+](=O)[O-])c1
 : 2.8 | -3 | 0 | -6 | -3 | 0 | 2 | -4 | -2 | -2
> Cc1c(NC(=S)NC(=O)c2cccc([N+](=O)[O-])c2)c(=O)n(-c2ccccc2)n1C
 : -0.2 | -5 | -2 | -1 | 3 | -1 | -1 | -2 | 1 | 1
> COC(=O)C1=C(C)NC2=C(C1c1ccc(O)cc1)S(=O)(=O)c1ccccc12 (stereo not drawn)
 : 0.7 | 11 | 3 | -1 | 0 | -2 | 4 | -2 | 0 | 10
> CC(Oc1ccc(F)cc1F)C(=O)NNC(=S)NCC1CCCO1 (stereo not drawn)
 : 0.4 | -2 | -3 | -6 | -4 | -3 | -3 | 6 | -10 | -2
> CCC(C)N(C)C(=O)c1cc2ccccc2c(-c2ccccc2Cl)n1 (stereo not drawn)
 : -2.7 | 0 | -1 | -3 | -8 | 1 | -5 | -2 | -5 | 1
> Cc1ccccc1N1CCN(C2CCCN(C(=O)c3cn4cccc(C)c4n3)C2)CC1 (stereo not drawn)
 : -1.6 | -9 | -2 | 0 | -1 | 3 | 1 | 3 | -4 | 5
> O=C(c1csc2ccccc12)N1CCCCCC1
 : 0.2 | -2 | 0 | -1 | -3 | 1 | -3 | 3 | 0 | -5
> O=C(NNC(=S)Nc1ccccc1)c1cccs1
 : 0.3 | 0 | -1 | 2 | 4 | 3 | 0 | -1 | -2 | 3
> Cc1ccccc1S(=O)(=O)NC(=O)C1(C)CCN1C(=O)c1cccc2ccccc12 (stereo not drawn)
 : -0.5 | 15 | 0 | -1 | . | 2 | -1 | -1 | -2 | -2
> C[C@H](NS(=O)(=O)c1ccccc1F)C(=O)OCC(=O)Nc1ccc2c(c1)OCCO2
 : 0.5 | 4 | 4 | -1 | -3 | 4 | 1 | -9 | -5 | -1
> C=CCN(CC=C)Cc1cc(=O)oc2cc(OC)ccc12
 : -0.5 | 5 | -2 | -2 | . | 2 | 0 | 4 | 10 | -2
> CS(=O)c1ccccc1-c1nc(-c2cc(C(F)(F)F)cc(C(F)(F)F)c2)no1 (stereo not drawn)
 : -2.2 | -2 | -4 | 2 | -6 | 2 | -1 | -3 | 2 | 6
> Cc1ccc(C)c(NC(=S)N(CCc2nc3cc(C)c(C)cc3[nH]2)Cc2cccnc2)c1
 : -3.6 | 0 | 1 | -4 | -5 | 0 | 0 | 2 | 6 | 6
> Cc1ccc(C(=O)O/N=C(\N)c2ccc(C(F)(F)F)cn2)cc1
 : -0.1 | -4 | 1 | 3 | 3 | -6 | 1 | -3 | -6 | 1
> Cc1ccc(NC(=S)NCC2CCCO2)cc1C (stereo not drawn)
 : -0.7 | -2 | 0 | 0 | -5 | 2 | -3 | -4 | 0 | 4
> Cc1ccc(NC(=O)Cc2nnc(SCC(=O)NC3=NCCS3)n2C)cc1
 : 2.4 | 4 | -3 | -10 | 1 | 0 | 2 | 5 | 3 | 1
> Cc1[nH]c2ccc(F)cc2c1CCN(Cc1ccco1)C(=S)NC(C)(C)C
 : -1.3 | 1 | 1 | 0 | -8 | 1 | -4 | -4 | -4 | -6

# An excerpt from above, limited to PG9 Ab binder, LEDGF integ inh and mABHD4 FP:
mol	PG9 Ab binder	LEDGF integ inh	mABHD4 FP
Cc1ccc(NC(=O)Cc2nnc(SCC(=O)NC3=NCCS3)n2C)cc1	2.4	0	1
Cc1ccccc1N1CCN(C2CCCN(C(=O)c3cn4cccc(C)c4n3)C2)CC1 (stereo not drawn)	-1.6	3	5
O=C(c1csc2ccccc12)N1CCCCCC1	0.2	1	-5
Cc1nn(-c2ccccc2)c(C)c1NC(=O)COc1ccc(Cl)cc1Cl	-0.1	0	-1

# Whole records, looked up by structure. Order of screens: PG9 Ab binder	rCAG RNA binder	UHRF1 MBD2 ctr	MBD2 DNA inh	HTRA1 inh	LEDGF integ inh	PRMT1 inh	TCR CD3 inh	Rev-erbA mod	mABHD4 FP
# `CCC(C)n1c(/C=C/c2ccccc2)nc2ccccc21` (stereo not drawn) in the list: -2.6	-5	-3	-6	-12	0	0	8	-4	-2
# `Cc1cc2c(cc1C)CSC(c1ccccc1OC(=O)C(C)C)SC2` in the list: -0.3	-5	0	1	13	3	-2	-2	6	2
# `O=C(NNC(=S)Nc1ccccc1)c1cccs1` in the list: 0.3	0	-1	2	4	3	0	-1	-2	3
# `Cc1c(NC(=S)NC(=O)c2cccc([N+](=O)[O-])c2)c(=O)n(-c2ccccc2)n1C` in the list: -0.2	-5	-2	-1	3	-1	-1	-2	1	1
